Compound activity from PubChem BioAssay.
Tb PGK inh: T. brucei PGK inhibition | P07378 | PGK/GAPDH coupled, Kinase-Glo luminescence, 60 min | Potency, µM (doses to about 57.5 µM), for the others: at the highest dose activity change, negative = inhibition, actives largely listed as inhibitors | 380,000 compounds, 0.043% hits; also: % is scaled to controls: 0 for no effect and ±100 for the full control effect; nearly all actives have a fitted effect of over 60% in size
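Recombinant glycosomal PGK reaction used 1,3-bisphosphoglycerate generated in-well by GAPDH (100nM final) in 100mM TEA pH 7.6, 5mM MgCl2, 0.01% Tween-20. After 60 minutes at room temperature, ATP was read by Kinase-Glo Plus luminescence end-point.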
BLM inh: inhibitors of human Bloom syndrome helicase BLM. P54132. Potency, µM (highest dose often 56.1 µM), for the others: at the highest dose activity change, negative = inhibition, usual class: inhibitors. 350,000 compounds, 0.2% hits. recombinant BLM DNA unwinding, fluorescence dequenching;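 also: plate controls were vehicle for no effect and no enzyme for full effect; nearly all actives have a fitted effect of over 35% in size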
JMJD2A Tudor: blocks the human JMJD2A Tudor domain; AlphaScreen JMJD2A-Tudor / H3K4me3 peptide binding; AID 504339; O75164; 390,000 compounds, 4.4% hits; Potency, µM (titrated, usually from 114 µM), inactives show at the highest dose activity change, negative = inhibition, usual class: inhibitors; also: % is scaled to controls: 0 for no effect and ±100 for the full control effect; nearly all actives have a fitted effect of over 50% in size
POLI inh: inhibitors of human DNA polymerase iota | AID 588590 | Potency, µM (series often up to 115 µM), without a hit: top-dose activity, negative = inhibition, actives largely listed as inhibitors | Pol iota fluorescent replication assay, 10 min | 390,000 compounds, 1% hits
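Pol iota at 10 nM preincubated 15 min with compounds at room temperature; reaction started with fluorescent substrate, 50 nM final. Fluorescence read kinetically at 0 and 10 min; buffer-only wells as negative control.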
Pin1 inhibitor: blocks the human prolyl isomerase Pin1 | Q13526 | Pin1 FP peptide displacement, HiFluor488, 10 min | 390,000 compounds, 0.009% hits | Potency, µM (series often up to 115 µM), inactives show at the top dose activity, negative = inhibition, usual class: inhibitors | AID 504891; active = well fitted inhibition curve with a large enough effect in the polarisation, with a control signal flat, not every such curve was filed as active; inconclusive = small, poorly fitted or top-dose-only effect, or effect the other way, or a change in a side signal; inactive = no such curve, though single readings can be large or run the other way; the % refers to the polarisation; also: % is scaled to controls: 0 for no effect and ±100 for the full control effect
Target sequence (Q13526 whole entry, looked up): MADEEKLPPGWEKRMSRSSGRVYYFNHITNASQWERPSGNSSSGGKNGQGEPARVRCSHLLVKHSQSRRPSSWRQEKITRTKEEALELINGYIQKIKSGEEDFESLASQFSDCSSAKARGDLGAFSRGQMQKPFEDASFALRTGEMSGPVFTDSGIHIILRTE
GLS inhibitor: glutaminase GLS (human) inhibition; AID 624170; GLS enzymatic activity, qHTS titration; O94925; 410,000 compounds, 0.21% hits; Potency, µM (top dose mostly 45.5 µM), for inactives: at the highest dose activity change, negative = inhibition, hits mostly inhibitors; also: % is scaled to controls: 0 for no effect and ±100 for the full control effect
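Enzyme dispensed in phosphate buffer (45 mM, pH 8.2, 0.02% Tween-20), compounds pinned in, then 1 mM L-glutamine solution and the glutamate oxidase–HRP–Amplex Red mix added; fluorescence read immediately and again after 30 min at room temperature.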
BAZ2B inh: BAZ2B (human) inhibition; Q9UIF8; AlphaScreen BAZ2B-H3K14Ac peptide displacement; Potency, µM (highest dose often 114 µM), for inactives: at the top dose activity change, negative = inhibition, hits mostly inhibitors; 360,000 compounds, 4.4% hits; also: % is scaled to controls: 0 for no effect and ±100 for the full control effect; nearly all actives have a fitted effect of over 60% in size
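Complex of BAZ2B and biotin-H3K14Ac (50 nM apiece) forms over 30 min at RT, then faces library compounds up to 110 uM for another 30 min; AlphaScreen beads added, 20 min dark incubation, luminescence read.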
G9a inh: blocks human histone lysine methyltransferase G9a | Q96KQ7 | G9a H3K9 monomethylation, AlphaScreen, 2 h | Potency, µM (doses to about 102 µM), without a hit: top-dose activity, negative = inhibition, hits mostly inhibitors | 350,000 compounds, 8.8% hits; also: % is scaled to controls: 0 for no effect and ±100 for the full control effect; nearly all actives have a fitted effect of over 75% in size
Target sequence (Q96KQ7 913-1193 limits assumed): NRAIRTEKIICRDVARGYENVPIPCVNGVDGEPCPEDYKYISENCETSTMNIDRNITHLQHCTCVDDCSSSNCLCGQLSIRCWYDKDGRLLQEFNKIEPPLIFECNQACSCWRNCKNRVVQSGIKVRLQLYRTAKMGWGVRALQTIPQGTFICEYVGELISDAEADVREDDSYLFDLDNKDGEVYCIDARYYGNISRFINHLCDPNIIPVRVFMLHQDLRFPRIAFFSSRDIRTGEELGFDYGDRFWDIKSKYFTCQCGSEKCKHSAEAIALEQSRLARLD
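Methyltransferase reactions run at room temperature for 2 h (20 nM enzyme, 500 nM biotin-H3K9 peptide, 20 uM SAM) after a 15 min compound preincubation; product detected by AlphaScreen beads and anti-H3K9me1 antibody.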
HP1b chromo inh: inhibitors of HP1-beta chromodomain binding to methylated histone tails. 390,000 compounds, 0.56% hits. AlphaScreen HP1-beta / biotin-H3K9me3 peptide binding. P83916. Potency, µM (highest dose often 114 µM), for the others: at the top dose activity change, negative = inhibition, hits mostly inhibitors; also: nearly all actives have a fitted effect of over 70% in size; inactives centre near 23
Target sequence (P83916 whole entry, looked up): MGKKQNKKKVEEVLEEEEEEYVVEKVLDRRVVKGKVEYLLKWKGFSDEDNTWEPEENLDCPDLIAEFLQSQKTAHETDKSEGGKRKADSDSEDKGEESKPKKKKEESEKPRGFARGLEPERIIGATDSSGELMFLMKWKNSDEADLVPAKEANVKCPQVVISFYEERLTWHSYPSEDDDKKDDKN
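Compound inhibition of the preformed complex between 50 nM HP1-beta and 50 nM biotinylated H3K9me3 peptide was read by AlphaScreen. Buffer was PBS pH 7.4 with 0.01% Tween-20. Incubations ran 30 min at room temperature, with 10 ug/mL donor/acceptor beads.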
* hit, by the source's call; i = inactive; ? = inconclusive; / = not tested or not shown; & = joins results of further samples; [ ] = another dose, or the depositor's remark. Unless noted, calls follow the shape of the dose curve; as a rule, active = well fitted curve in the direction sought with a large enough effect; inconclusive = small, poorly fitted or top-dose-only effect, or another doubt; inactive = no such curve, though single readings can be large; an effect the other way counts as inactive or inconclusive. Potency is read from the fitted curve at half-maximal effect.

SMILES | Tb PGK inh | BLM inh | JMJD2A Tudor | POLI inh | Pin1 inhibitor | GLS inhibitor | BAZ2B inh | G9a inh | HP1b chromo inh
CC(=O)N1[C@H](C)C=C[C@]1(Cc1ccccc1)C(=O)NCCN1CCOCC1 | -11% | -1% | 9% | 40%[activator] | 5% | -13% | / | / | 50%[activator]
O=C(Nc1cc([N+](=O)[O-])ccc1F)C1CCN(S(=O)(=O)c2cccs2)CC1 | 8% | / | -3% | 0% | -3% | 6% | / | / | 17%
COc1ccccc1NC(=O)CCC(=O)OCc1ccc([N+](=O)[O-])cc1 | -2% | -3% | -4% | 2% | 6% | -7% | 3% | -1%[0.501 µM] | 48%[activator]
Cn1c(SCC(=O)NC2CCS(=O)(=O)C2)nnc1-c1ccco1 (configuration not stated) | -1% | / | -1% | 40%[activator] | -1% | 3% | -2% | 11%[59 µM] | 42%[activator]
CCCc1nc(SCC(=O)c2ccc(OC)cc2)c2ccccc2n1 | -8% | -9% | 91%[activator] | 54%[activator] | 2% | 0% | -3% | ? | 64%[activator]
O=C(O)c1c(-c2ccccc2)c(-c2ccccc2)nc2ccccc12 | -4% | -1% | -5%[11.4 µM] | 92%[activator] | 1% | 13% | -10% | ? | -1%
CCCCNC(=O)[C@H]1C[C@H]1[C@@H](O)[C@H](CO)NC(=O)[C@H](Cc1ccccc1)NC(=O)OC(C)(C)C | 4% | 0% | -6% | 26% | -2% | 1% | -1% | 21% | 68%[activator]
O=C(OCC(=O)N1CCCCC1)c1ccc(OC(F)(F)F)cc1 | i | / | -10% | 81%[activator] | 4% | 11% | / | / | 25%
Cc1cnc(C(=O)Nc2cccc(S(=O)(=O)N(C)C)c2)cn1 | -6% | -10% | -33% | 3% | -8% | -4% | -17% | 16%[59 µM] | 13%
Cc1c(Cl)cccc1NC(=O)CCn1nc(C)c2c(C)n(-c3ccccc3)nc2c1=O | i | -6% | 0% | 14% | 4% | -19% | 1% | 0%[59 µM] | 42%[activator]
O=C(COC(=O)/C=C/c1ccc(F)cc1)NCc1ccc2c(c1)OCO2 | i | / | -3% | 28% | -4% | -13% | / | / | 20%
O=C1c2ccccc2C(=O)N1Cc1ccccn1 | 4% | 7% | -27%&-8% | 48%[activator] | -3%&5% | 0% | -2% | -38% | 29%
CS(=O)(=O)N(CC(=O)N1CCc2ccccc2C1)c1cccc(F)c1 | -8% | -4% | 5% | -7% | 0% | -23% | -9% | -5%[59 µM] | 63%[activator]
O=C(c1ccc([N+](=O)[O-])cc1)N1CCOC12CCN(c1ncc(C(F)(F)F)cc1Cl)CC2 | 3% | 4% | 16% | -25% | -9% | 6% | -6% | -26%[59 µM] | 29%
CC1CCN(S(=O)(=O)c2ccc(C(=O)Nc3nnc(C4=COCCO4)o3)cc2)CC1 | i | -5% | -7% | 12% | -7% | 9% | ? | ? | 48%[activator]
Cc1ccc(CN2CCN(C3CCOCC3)CC2CCO)cc1 (configuration not stated) | 0% | -2% | -10% | 25% | -2% | -1% | 8% | / | 43%[activator]
COc1ccc2[nH]c(=O)c(CN(C(C)=O)C3CCCCC3)cc2c1 | -1% | 2% | -19% | 74%[activator] | -3% | 25% | -1% | 9% | 15%
CC1=CC(C)(C)N2C(=O)C3(C(C#N)=C(N)OC4=C3C(=O)CC(C)(C)C4)c3c(C)c(C)cc1c32 (configuration not stated) | 0% | -6% | -8% | -13% | 5% | -5% | 2% | -5%[59 µM] | 33%[activator]
O=C(COC(=O)c1ccc([N+](=O)[O-])cc1)NC12CC3CC(CC(C3)C1)C2 | -3% | / | -3% | 20% | 2% | 6% | / | / | 22%
CCCn1c2ccccc2c2cnn(CC(=O)NC3CCCCC3C)c(=O)c21 (configuration not stated) | 5% | -2% | -10% | -24% | -1% | 9% | -16% | 44%[activator] | 39%[activator]
N#CCCn1cc(/C=C(\C#N)c2nc3ccccc3s2)c(-c2ccc(F)cc2)n1 | -3% | -2% | -14% | 4% | ? | 13% | 9% | 14%[59 µM] | 35%
Cc1nc2cc(-c3ccsc3-n3c(C)ccc3C)[nH]n2c(=O)c1Cl | -9% | 16µM* | ? | ? | ? | 4% | 50µM* | ? | -19%
COc1ccc(Cl)cc1C(=O)NNC(=O)c1cccnc1 | 3% | -4% | -13% | ? | 1% | ? | 12% | 25%[59 µM] | 14%
CSc1nc(-c2ccccc2)nc(C(Cl)Cl)n1 | 0% | -6% | 19% | 29% | 10% | 1% | 8% | ? | 62%[activator]
COc1ccc(/C=C/C(=O)Nc2ccc3nc4n(c(=O)c3c2)CCCC4)cc1 | -10% | -4% | -11% | ? | 15% | -1% | 11% | 6% | 42%[activator]

In another format: seven of the compounds above
Each structure is followed by: Tb PGK inh | BLM inh | JMJD2A Tudor | POLI inh | Pin1 inhibitor | GLS inhibitor | BAZ2B inh | G9a inh | HP1b chromo inh
- O=C(COC(=O)/C=C/c1ccc(F)cc1)NCc1ccc2c(c1)OCO2
    i | / | -3% | 28% | -4% | -13% | / | / | 20%
- O=C1c2ccccc2C(=O)N1Cc1ccccn1
    4% | 7% | -27%&-8% | 48%[activator] | -3%&5% | 0% | -2% | -38% | 29%
- CS(=O)(=O)N(CC(=O)N1CCc2ccccc2C1)c1cccc(F)c1
    -8% | -4% | 5% | -7% | 0% | -23% | -9% | -5%[59 µM] | 63%[activator]
- O=C(c1ccc([N+](=O)[O-])cc1)N1CCOC12CCN(c1ncc(C(F)(F)F)cc1Cl)CC2
    3% | 4% | 16% | -25% | -9% | 6% | -6% | -26%[59 µM] | 29%
- CC1CCN(S(=O)(=O)c2ccc(C(=O)Nc3nnc(C4=COCCO4)o3)cc2)CC1
    i | -5% | -7% | 12% | -7% | 9% | ? | ? | 48%[activator]
- Cc1ccc(CN2CCN(C3CCOCC3)CC2CCO)cc1 (configuration not stated)
    0% | -2% | -10% | 25% | -2% | -1% | 8% | / | 43%[activator]
- COc1ccc2[nH]c(=O)c(CN(C(C)=O)C3CCCCC3)cc2c1
    -1% | 2% | -19% | 74%[activator] | -3% | 25% | -1% | 9% | 15%

(listing goes on)
SMILES | Tb PGK inh | BLM inh | JMJD2A Tudor | POLI inh | Pin1 inhibitor | GLS inhibitor | BAZ2B inh | G9a inh | HP1b chromo inh
COCCC(=O)N1CCC(n2nccc2NC(=O)CCc2ccccc2)CC1 | -6% | 0% | 7% | -4% | 1% | 9% | 3% | / | 26%[57 µM]
CCOc1ccc(/C=N/NS(=O)(=O)c2ccc(C)cc2)cc1OC | i | -1% | -9% | 8% | -4% | 6% | -4% | ? | 37%
O=[N+]([O-])c1cccc(N(CC(O)CN2CCCC2)S(=O)(=O)c2ccccc2)c1 (configuration not stated) | -5% | -1% | -34% | 46%[activator] | 1% | 0% | -23% | / | 21%
CC(C)c1ccc(NC(=O)CSC2=Nc3ccccc3C3=NC(CCC(=O)NCc4cccs4)C(=O)N23)cc1 (configuration not stated) | i | -4% | -17% | -14% | 24% | 5% | -5% | 10%[59 µM] | 43%[activator]
Clc1ccc(N2CCN(c3ncnc4c3nc3n4CCCC3)CC2)cc1 | 10% | -1% | -10% | -2% | 1% | -11% | -3% | -28%[59 µM] | 8%
COc1cc(CN2CCN(Cc3ccc(SC)cc3)CC2)cc(OC)c1O | i | 2% | 0.89µM* | 8% | -16% | 0% | 50µM* | 7.9µM* | 25µM*
Cc1cc(C)n(CCC(=O)N/N=C/c2ccc(Br)c([N+](=O)[O-])c2)n1 | -6% | -3% | -19% | 44%[activator] | -12% | -1% | -14% | -34% | 17%
CC(Oc1ccccc1)c1ccnc(N)n1 (configuration not stated) | i | 0% | -13% | 47%[activator] | -4% | 3% | -6% | 28% | 7%
C=CCn1c(SCC(=O)Nc2ccc(F)cc2)nc2ccccc2c1=O | -9% | -4% | -11% | 20% | 2% | -4% | 2% | 26% | 18%
CCCN1CCC(=O)N([C@H](CO)Cc2ccccc2)CC1 | -1% | 0% | -18% | -88%&0% | 5% | 0% | -3% | ? | -11%
CC(C)Oc1ccc(C(=O)NCCCNC(=O)c2cccnc2)cc1 | 23% | -7% | -11% | 23% | 0% | -2% | -3% | 12% | 13%[57 µM]
O=C1C(Cl)=C(N2CCC(C(=O)O)CC2)C(=O)c2ccccc21 | -14% | -30% | -26% | ? | -10% | 2% | ? | 50µM* | -3%

Only part of the results is shown; rates above refer to the full screens.
